# From PubChem
# LAP4-GFP MLPCN = modulators of TOR pathway LAP4-GFP in S. cerevisiae | S. cerevisiae LAP4-GFP multiplex, flow cytometry GFP, 3 h; median GFP as percent of DMSO wells | GFP response vs DMSO, % at 10 µM | actives 0.34% (n = 320,000) | AID 2023;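 active = GFP response vs DMSO above a set limit, about the screen mean plus 3 SD, cut at about 150% in these data; inconclusive = under 70 cell events counted for the yeast strain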
# CIT2 TOR yeast = modulators of TOR pathway CIT2-GFP in S. cerevisiae; GFP response vs DMSO, % at 10 µM; actives 0.065% (n = 320,000); AID 2029; S. cerevisiae CIT2-GFP strain, flow cytometry, 3 h; 100 means same as DMSO wells;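 active = GFP response relative to DMSO above a set limit, near the screen mean plus 3 SD, cut at about 150% in these data; inconclusive = Fewer than 70 cells measured for a yeast strain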;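 also: ratio of well median GFP fluorescence to mean of DMSO wells on the plate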
# GRK2 aptamer HTS = blocks RNA aptamer binding to human GRK2. P25098. bead flow cytometry, FAM-aptamer displacement from GRK2. inhibition of aptamer binding, % at 10 µM. actives 0.59% (n = 330,000). AID 488847;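 active = inhibition of aptamer binding above 40%, roughly 3 SD of noise, on plates passing a quality check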;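 also: median bead fluorescence of bound FAM aptamer so fluorescent compounds give negative values; no value below 0 was filed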
# Yeast superoxide = lowers age-related superoxide in aged yeast cells | S. cerevisiae aged cells, superoxide DHE fluorescence; stronger effect = lower value | superoxide response (% of plate mean), % at 10 µM | actives 0.18% (n = 330,000);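 active = superoxide response under a set limit, about three screen SD below normal, cut at about 65% in these data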;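 also: yeast aged for seven days with compound at 30 °C before DHE staining; 100% = average MFI of all compound-treated wells on the plate with controls excluded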
# MEP2 TOR yeast = alters MEP2-GFP fluorescence in TOR pathway yeast screen; actives 0.51% (n = 330,000); GFP response vs DMSO, % at 10 µM; AID 2016; S. cerevisiae MEP2-GFP strain, flow cytometry GFP, 3 h; 100% = DMSO control level;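 active = GFP response versus DMSO above a set limit, roughly screen mean plus 3 SD, cut at about 180% in these data; inconclusive = fewer than 70 cells counted for a yeast strain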;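 also: median GFP fluorescence of the barcode-gated MEP2-GFP cells per well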
# AGP1-GFP MLPCN = yeast TOR pathway AGP1-GFP modulation; GFP response vs DMSO, % at 10 µM; S. cerevisiae AGP1-GFP multiplex flow cytometry, 3 h; GFP as percent of DMSO wells; actives 0.02% (n = 320,000);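 active = GFP response relative to DMSO above a set limit, near screen average plus 3 SD, cut at about 150% in these data; inconclusive = fewer than 70 cells counted for the yeast strain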;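 also: median GFP channel fluorescence of the gated AGP1 strain per well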
# VLA-4 inh = inhibition in a human VLA-4 binding assay | VLA-4 expressing cells, ligand binding flow cytometry | actives 0.2% (n = 330,000) | inhibition, % (about 7 µM as worked out from the volumes in the protocol) | P13612; in the data active = inhibition above about 50%
# Target sequence (P13612 whole entry, looked up): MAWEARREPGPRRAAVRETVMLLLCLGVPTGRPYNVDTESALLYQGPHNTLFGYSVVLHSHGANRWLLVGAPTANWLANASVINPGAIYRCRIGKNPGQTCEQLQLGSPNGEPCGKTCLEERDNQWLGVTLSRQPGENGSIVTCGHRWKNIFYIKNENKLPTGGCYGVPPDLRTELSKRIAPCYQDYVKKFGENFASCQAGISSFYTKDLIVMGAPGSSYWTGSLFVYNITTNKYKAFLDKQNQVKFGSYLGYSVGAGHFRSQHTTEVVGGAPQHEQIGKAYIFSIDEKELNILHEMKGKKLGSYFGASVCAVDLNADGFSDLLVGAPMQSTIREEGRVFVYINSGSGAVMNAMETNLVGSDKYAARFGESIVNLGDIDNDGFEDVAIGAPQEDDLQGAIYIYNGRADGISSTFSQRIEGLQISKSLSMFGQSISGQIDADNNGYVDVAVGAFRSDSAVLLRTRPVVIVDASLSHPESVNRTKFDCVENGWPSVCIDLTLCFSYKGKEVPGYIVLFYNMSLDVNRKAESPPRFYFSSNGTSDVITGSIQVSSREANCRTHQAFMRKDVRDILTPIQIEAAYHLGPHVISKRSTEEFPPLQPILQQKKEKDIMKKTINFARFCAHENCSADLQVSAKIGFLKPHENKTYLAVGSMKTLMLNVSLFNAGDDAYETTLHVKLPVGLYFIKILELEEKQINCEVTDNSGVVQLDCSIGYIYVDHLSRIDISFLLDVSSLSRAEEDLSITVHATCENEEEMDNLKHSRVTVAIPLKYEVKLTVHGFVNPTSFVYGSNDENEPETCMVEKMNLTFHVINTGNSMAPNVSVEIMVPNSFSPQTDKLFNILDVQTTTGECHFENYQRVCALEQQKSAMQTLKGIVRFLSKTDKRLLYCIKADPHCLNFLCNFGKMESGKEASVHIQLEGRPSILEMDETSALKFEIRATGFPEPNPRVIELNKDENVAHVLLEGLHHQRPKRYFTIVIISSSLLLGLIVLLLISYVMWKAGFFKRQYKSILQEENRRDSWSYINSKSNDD
# RPL19A TOR yeast = alters RPL19A-GFP fluorescence in TOR pathway yeast screen | actives 0.3% (n = 330,000) | percent response vs DMSO, % at 10 µM | S. cerevisiae RPL19A-GFP strain, flow cytometry, 3 h; stronger effect = lower value;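 active = percent response vs DMSO below 50%; inconclusive = fewer than 70 events counted for the yeast strain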;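 also: median channel GFP fluorescence of the barcoded RPL19A-GFP strain; ratio of sample median GFP to plate DMSO average so 100% = DMSO; lower means less RPL19A-GFP as with rapamycin TOR inhibition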
# An asterisk follows results filed as active; ? = inconclusive; . = no result given; [ ] = another dose, or the depositor's remark.
SMILES,LAP4-GFP MLPCN,CIT2 TOR yeast,GRK2 aptamer HTS,Yeast superoxide,MEP2 TOR yeast,AGP1-GFP MLPCN,VLA-4 inh,RPL19A TOR yeast
Cc1cc(C)cc(NC(=O)CNC(c2ccccc2)c2ccccc2)c1,96,102,0,108,105,99,1,102
Cc1cc(C(=O)COc2ccccc2[N+](=O)[O-])c(C)n1-c1cccc(S(=O)(=O)N2CCOCC2)c1,100,107,0,116,103,96,-16,102
COC(=O)c1cc(Br)c(=O)n(CCN2CCCCC2)c1,111,98,0,97,116,97,1,98
COc1ccc(NC(=O)CC2C(=O)N(c3ccccc3)C(=O)N2CCc2cccs2)cc1 (stereo unspecified),106,80,1,102,138,97,19,103
CSc1nnc(NC(=O)c2ccc(S(=O)(=O)N(C)C)cc2)s1,97,109,0,80,100,97,5,105
COc1ccccc1Nc1nc(N)nc(CN2CCN(c3ccccc3)CC2)n1,100,110,0,90,101,103,33,100
Cn1nccc1C(=O)NC1CCCc2c1cnn2-c1ccc(F)cc1F (stereo unspecified),98,109,0,96,97,96,9,104
CCOc1ccc2[nH]c(=O)c(CN(CC3CCCN3CC)C(=O)NCc3ccccc3)cc2c1 (stereo unspecified),97,95,0,99,97,97,5,94
CCN1C(=O)/C(=c2\sc3nc(=O)c(Cc4ccccc4)nn3c2=O)c2ccccc21,102,97,0,92,93,100,-3,95
CC[C@@]12C(=O)N(c3ccc(C)cc3)C(=O)N1[C@H](c1ccc(OC)cc1)[C@@H]1C(=O)N(C(C)(C)C)C(=O)[C@@H]12,105,72,3,102,95,86,18,97
O=C(C1CCN(S(=O)(=O)c2ccccc2)CC1)N(CCc1ccccc1)Cc1ccco1,112,102,2,99,136,104,-3,95
c1ccc2c(c1)CNC1(CCCCC1)C2,95,98,0,99,95,98,1,95
O=C(Cc1ccccc1)NNC(=O)Nc1ccc(Cl)c(Cl)c1,107,100,5,87,107,102,7,104
CCOC(=O)c1ccccc1NS(=O)(=O)c1ccc(OCC)cc1,104,115,2,123,100,104,-8,104
COc1ccc(C(=O)N/N=C(\C)c2ccccn2)cc1OC,116,106,28,109,106,99,1,104
Cc1cc(C(=O)COC(=O)c2nc3nccc(C)n3n2)c(C)n1CC1CCCO1 (stereo unspecified),111,104,0,108,105,103,6,98
Cc1cccc(NC(=O)C2CCN(S(=O)(=O)c3ccc4c(c3)OCCCO4)CC2)n1,107,95,0,85,88,101,-3,98
CCOC(=O)N1CCN(Cc2c(F)cccc2F)CC1,95,101,2,83,102,96,11,89
O=C(CSc1nc2cc([N+](=O)[O-])ccc2n1-c1ccc(F)cc1)NC1CCS(=O)(=O)C1 (stereo unspecified),95,95,0,92,101,93,-2,98
CC(C)OC(=O)c1ccc(NC(=O)c2cccc(-n3cnnn3)c2)cc1,87,91,4,102,96,94,10,91
CN(C)S(=O)(=O)c1ccc(Cl)c(NC(=O)CN2CCCC2)c1,99,106,0,92,104,104,-3,104
COc1cc(C(=O)NCC(=O)N/N=C/c2cccc(OC(=O)c3ccco3)c2)cc(OC)c1OC,88,104,0,93,104,96,0,102
COc1ccc(-c2csc(NCCn3c(C)nc4cc(C(F)(F)F)ccc43)n2)cc1,80,76,0,98,92,82,2,100
CC(=O)Oc1ccc(-c2cc3ccccc3oc2=O)cc1,95,81,3,93,94,83,-4,95
COc1ccc(C(CCN2CCCC(C)C2)c2c(OC)cc(OC)c3c(C)cc(=O)oc23)cc1 (stereo unspecified),88,91,0,111,94,90,4,92
N#Cc1c(SCC(=O)Nc2nccs2)sc2c(O)cc(=O)[nH]c12,91,104,14,93,111,107,-1,103
Cc1nn(Cc2c(Cl)cccc2Cl)c(C)c1NC(=O)c1cc(C(C)C)on1,115,91,5,133,96,90,11,104
COc1cccc2c1cc1c(=O)n(CC(=O)NCCCc3ccccc3)nc(C)n12,98,101,0,98,110,105,7,101
C=CC[n+]1c(-c2ccc(OC)c(OC)c2)csc1NNC(=O)Nc1ccccc1,112,95,0,88,103,97,0,98
COc1cccc(C(=O)Nc2nnc(CCS(=O)(=O)c3ccc(C)cc3)s2)c1,103,95,0,99,100,100,-16,98
CCCCN(C(=O)c1cc(S(=O)(=O)N2CCCCCC2)ccc1OC)c1c(N)n(CCC)c(=O)[nH]c1=O,100,104,0,97,93,101,-1,97
CSc1nc(-c2ccc(Cl)cc2)nn1S(=O)(=O)c1ccc(Cl)cc1,100,98,4,97,94,101,4,.
C[C@H](NS(=O)(=O)c1ccc(F)cc1)C(=O)OCC(=O)c1c(N)n(C)c(=O)n(C)c1=O,92,96,0,111,92,91,3,97
COc1ccccc1-c1nnc(SC)n1C,91,85,0,104,86,78,-11,91
COC(=O)c1cc(COC(=O)COc2ccc(C)c(C)c2)oc1C,97,102,1,99,104,95,4,102
O=C(OCc1cccc([N+](=O)[O-])c1)c1cccnc1,96,105,0,139,106,99,3,109

# Random excerpt: four entries already listed.
SMILES,LAP4-GFP MLPCN,CIT2 TOR yeast,GRK2 aptamer HTS,Yeast superoxide,MEP2 TOR yeast,AGP1-GFP MLPCN,VLA-4 inh,RPL19A TOR yeast
CSc1nnc(NC(=O)c2ccc(S(=O)(=O)N(C)C)cc2)s1,97,109,0,80,100,97,5,105
C[C@H](NS(=O)(=O)c1ccc(F)cc1)C(=O)OCC(=O)c1c(N)n(C)c(=O)n(C)c1=O,92,96,0,111,92,91,3,97
CN(C)S(=O)(=O)c1ccc(Cl)c(NC(=O)CN2CCCC2)c1,99,106,0,92,104,104,-3,104
COc1ccccc1Nc1nc(N)nc(CN2CCN(c3ccccc3)CC2)n1,100,110,0,90,101,103,33,100

# (continued)
SMILES,LAP4-GFP MLPCN,CIT2 TOR yeast,GRK2 aptamer HTS,Yeast superoxide,MEP2 TOR yeast,AGP1-GFP MLPCN,VLA-4 inh,RPL19A TOR yeast
COc1cccc(C2/C(=C(/O)c3ccc4c(c3)CC(C)O4)C(=O)C(=O)N2c2nnc(C)s2)c1 (stereo unspecified),108,103,3,102,99,100,-2,96
Cc1ccc(C)c(N2CCN(C(=O)CSc3ccsc3[N+](=O)[O-])CC2)c1,108,97,0,107,113,101,-5,105
Cc1c(OCC(=O)N[C@@H](Cc2ccccc2)C(=O)O)ccc2c3c(c(=O)oc12)CCC3,100,100,4,103,107,105,-10,100
Cc1cccc(CNC(=O)C2CCCN(c3nn4c(=O)cc(C)nc4s3)C2)c1 (stereo unspecified),111,95,2,112,97,91,1,102
NC(=O)c1cc(-c2csc(NCCc3ccccc3)n2)ccc1O,98,95,2,72,103,96,-5,98
Cn1cnnc1SCCC(=O)Nc1ccc(Cl)cc1,90,93,0,102,100,101,-3,98
COc1ccc(C(C(=O)NC(C)(C)C)N(C(=O)CNC(=O)c2cccs2)c2ccc(C(C)C)cc2)cc1OC (stereo unspecified),103,104,0,92,106,109,-5,104
NC(=O)c1nsc(C(=O)N(CCc2ccccc2)C(C(=O)NC2CCCC2)c2ccco2)c1N (stereo unspecified),91,97,0,102,95,91,-10,91
CN1CCN(S(=O)(=O)c2ccc(N3CCN(c4ccc(O)cc4)CC3)c([N+](=O)[O-])c2)CC1,103,92,0,93,90,100,26,94
CN(CC(=O)Nc1ccccc1Cl)C(=O)c1cccc(S(=O)(=O)N2CCN(Cc3ccccc3)CC2)c1,104,97,2,86,95,107,-23,97
CCOC(=O)c1nnn(-c2nc(OC)nc(N3CCCC3)n2)c1-c1ccccc1,102,102,5,109,105,104,-9,103
O=C(Nc1ccc2c(c1)OCO2)Nc1ccc(Cl)cc1Cl,94,.,92*,99,101,99,-16,101
Cc1sc(NC(=O)c2ccco2)nc1-c1ccc2c(c1)CC(C)N2C(=O)C1CC1 (stereo unspecified),112,94,1,110,99,94,-1,97
CCCCOC(=O)C(C)Nc1n[nH]c(=S)[nH]c1=O (stereo unspecified),96,90,0,93,96,92,0,95
Cc1ccc(C(=O)Nc2cccc(C(F)(F)F)c2)cc1NC(=O)c1csc(-c2ccncc2)n1,121,82,0,95,88,80,20,94
CCn1c(SCC(=O)N2CCCCC2)nc2c(c1=O)SC(C)C2 (stereo unspecified),102,105,3,106,105,102,11,100
COc1ccc(C)cc1NC(=O)C1CCN(S(=O)(=O)c2cccc3nonc23)CC1,85,94,3,100,96,88,-2,92
O=C(CCS(=O)(=O)c1cccc2nonc12)NCCc1ccccc1,104,104,1,89,98,.,-5,102
COc1ccc(CC(=O)OCC(=O)N(CC(C)C)c2c(N)n(Cc3ccccc3)c(=O)[nH]c2=O)cc1,99,103,2,96,104,102,17,96
Cc1ccc(S(=O)(=O)N2CCC(=O)N(CCOC(=O)Nc3ccc(F)cc3)CC2)cc1,122,72,0,98,89,76,5,92
CC1Cc2ccccc2N1S(=O)(=O)c1cnc(Cl)c(Cl)c1 (stereo unspecified),95,87,0,100,96,101,6,94
COc1ccc(OC)c(/C=C/C(=O)NCCc2nc3ccccc3[nH]2)c1,108,101,0,93,108,105,4,101
CCOC(=O)N1CCN(C(=O)COC(=O)C2CCN(S(=O)(=O)c3c(C)c(C)cc(C)c3C)CC2)CC1,98,105,0,104,103,104,1,96
O=S(=O)(NC(=S)NC1CCCCC1)c1cccs1,105,92,0,90,95,99,1,96
O=C(Nc1ccc(C(F)(F)F)cc1)c1csc(-c2ccncc2)n1,93,115,2,100,98,97,17,99
COc1ccc(-c2ccc(C#N)c(SCC(=O)NCCc3ccccc3)n2)cc1OC,92,99,0,114,94,94,-7,105
CCn1c(COc2ccc(=O)n(-c3ccccc3)n2)nnc1SCc1cccc(OC)c1,102,102,0,98,99,101,10,101
O=C1C=CC(=C(c2ccc(O)cc2)c2ccc(O)cc2)C=C1,99,99,0,171,101,97,14,95
Cc1cc(Cl)ccc1OCC(=O)OCC(=O)N(CC(C)C)c1c(N)n(Cc2ccccc2)c(=O)[nH]c1=O,103,103,1,96,99,110,-6,99
Cc1ccc2c(c1)CCCN2CC(=O)Nc1cc(S(=O)(=O)N2CCCC2)ccc1Cl,102,97,0,107,97,97,-89,96
CCCSc1nc2c(c(=O)[nH]c(=O)n2C)n1CCc1ccccc1,99,88,2,110,97,91,6,93
O=C(COC(=O)c1n[nH]c2ccccc12)NC(=O)NC1CCCCC1,105,86,2,100,106,97,4,97
Cc1ccccc1C(=O)NCC(=O)OC(C)C(=O)Nc1cccc(S(=O)(=O)N2CCOCC2)c1 (stereo unspecified),102,92,8,93,92,102,-18,92
NS(=O)(=O)c1ccc(Cl)cc1[N+](=O)[O-],.,87,0,116,94,96,2,87
CC1Cc2ccccc2N1C(=O)CSc1nnc(N)s1 (stereo unspecified),103,108,0,80,102,106,9,102
CCc1nc(N)c(C#N)c(-c2ccco2)c1C,98,84,0,89,94,92,-2,94
O=[N+]([O-])c1ccc(Nc2nc(N3CCOCC3)nc(N3CCOCC3)n2)cc1,115,98,0,93,95,98,17,99
COC(=O)c1sccc1NC(=O)Nc1cc(C)ccc1C,94,104,0,98,104,100,21,105
Cc1cc(C)nc(NS(=O)(=O)c2ccc(N3C(=O)C4CC=C(Cl)CC4C3=O)cc2)n1 (stereo unspecified),?,?,8,99,?,?,0,12*[may fluoresce violet]
Cc1ccc(/C=C/S(=O)(=O)N2CCC(C(=O)O)CC2)cc1,88,.,2,98,99,91,5,92
CC(c1ccccc1)n1cc(C(=O)NCC2COc3ccccc3O2)nn1 (stereo unspecified),98,94,0,94,99,95,1,97
CC(=O)Nc1ccc(S(=O)(=O)N2CCN(C(=O)N3CCCC3)CC2)cc1,93,112,0,101,106,102,7,102
COc1ccc(NC2=C(C(C)=O)C(c3ccc(N(C)C)cc3)C(C(C)=O)C(C)(O)C2)cc1 (stereo unspecified),97,97,3,100,102,100,16,101
O=C(Nc1cc(F)ccc1F)C1CCN(S(=O)(=O)c2cccc3nonc23)CC1,94,107,1,104,113,106,6,104
